Bioassay records as filed in PubChem.
TDP1 cell noCPT = qHTS for Inhibitors of human tyrosyl-DNA phosphodiesterase 1 (TDP1): qHTS in cells in absence of CPT | 420,000 compounds, 15% hits | Potency, µM (titrated, usually from 46.2 µM), inactives show at the top dose activity change, negative = growth inhibition, usual class: inhibitors | DT40 Tdp1-/- hTDP1 cells, no CPT, ATP luminescence, 48 h; note: nearly all actives have a fitted effect of over 55% in size
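Growth of hTDP1-complemented DT40 Tdp1-knockout cells is measured by ATP luminescence after at least 48 hr compound exposure at 37 °C, with DMSO substituting for the 20 nM CPT used in the parallel screen.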
GCN5L2 inh = GCN5L2 (KAT2A) acetyltransferase inhibition | Q92830 | GCN5L2 HAT assay, ThioGlo1 CoA-SH fluorescence | Potency, µM (doses to about 58.9 µM), inactives show at the highest dose activity change, negative = inhibition, actives largely listed as inhibitors | 390,000 compounds, 0.21% hits | AID 504327
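Preincubate 20nM GCN5L2 with compound 15 min, RT → add 50uM ThioGlo1 + 75uM H3(1-25) + 70uM acetyl-CoA → read fluorescence 0 and 20 min. Primary qHTS; fluorescent artifacts likely.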
TDP1 inh = TDP1 (human) enzyme inhibition | AID 485290 | recombinant TDP1, AlphaScreen DNA substrate cleavage | Potency, µM (series often up to 130 µM), inactives show at the top dose activity change, negative = inhibition, hits mostly inhibitors | Q9NUW8 | 350,000 compounds, 0.28% hits; note: nearly all actives have a fitted effect of over 40% in size
Target sequence (Q9NUW8 whole entry, looked up): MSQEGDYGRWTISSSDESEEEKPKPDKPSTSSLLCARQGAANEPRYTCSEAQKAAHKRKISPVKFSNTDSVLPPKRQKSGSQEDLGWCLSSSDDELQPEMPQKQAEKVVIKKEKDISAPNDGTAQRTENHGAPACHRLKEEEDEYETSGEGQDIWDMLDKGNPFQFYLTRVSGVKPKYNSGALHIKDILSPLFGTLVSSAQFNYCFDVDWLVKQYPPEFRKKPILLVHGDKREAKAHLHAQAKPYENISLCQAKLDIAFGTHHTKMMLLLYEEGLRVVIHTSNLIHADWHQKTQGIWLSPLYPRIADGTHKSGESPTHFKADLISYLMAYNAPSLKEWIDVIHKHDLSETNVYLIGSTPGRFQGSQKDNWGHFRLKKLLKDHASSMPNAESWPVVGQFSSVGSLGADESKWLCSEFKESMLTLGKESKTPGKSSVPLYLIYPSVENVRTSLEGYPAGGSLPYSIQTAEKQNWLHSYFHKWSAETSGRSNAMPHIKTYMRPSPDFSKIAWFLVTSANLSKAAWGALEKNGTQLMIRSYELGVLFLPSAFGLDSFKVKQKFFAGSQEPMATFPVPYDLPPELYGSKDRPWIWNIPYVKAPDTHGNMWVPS
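Steps: enzyme plus compound, 15 min RT; add biotin/phosphotyrosine-FITC oligonucleotide (15 nM final), react 5 min; add donor/acceptor beads (10 ug/ml final), 10 min; read AlphaScreen. Tdp1 at 1 nM final.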
Starred values were filed as active, the others as inactive; ? = inconclusive; nt = not tested or not shown; & = joins results of further samples; [ ] = dose if it differs, or a comment. Calls come from the whole dose curve; as a rule, active = well fitted curve in the direction sought with a large enough effect; inconclusive = small, poorly fitted or top-dose-only effect, or another doubt; inactive = no such curve, though single readings can be large; an effect the other way counts as inactive or inconclusive. % is set by controls: 0 for no effect and ±100 for the full control effect; potency is the fitted concentration of half-maximal effect.

SMILES	TDP1 cell noCPT	GCN5L2 inh	TDP1 inh
COc1ccc(C)cc1S(=O)(=O)N(C)CC(=O)Nc1ccc2c(c1)OCO2	-21%	-7%	6%
COc1cc([N+](=O)[O-])ccc1NC(=O)CCCOc1cccc(C)c1C	-10%	-4%	4%
Cc1cccc(-n2nnc(-c3nc(-c4cccs4)no3)c2N)c1C	6%	-1%	5%
O=C(CCSCCC(=O)NCc1ccc(F)cc1)NCc1ccc(F)cc1	2%	2%	0%
CCn1c(C)nc2cc(C(=O)N/N=C(\C)c3ccc(N4CCOCC4)cc3)ccc21	4%	-12%	6%
CC1(C)NC(=O)N(CCCCOc2ccc3c(c2)CCC3)C1=O	?	-4%	1%
O=C(c1ccc(-c2ccccc2)cc1)C1CCCN(C(=O)c2ccncc2)C1 (stereo unspecified)	?	-2%	3%
CCOc1ccc(NS(=O)(=O)c2coc(C(N)=O)c2)cc1	-2%	-5%	nt
Cc1ccc(NC(=O)C2CCCN2S(=O)(=O)c2ccc(F)cc2)c(C)c1 (stereo unspecified)	-30%	-3%	-1%
C=C1SC(=Nc2c(C)cc(C)cc2C)N(C(=O)c2sc3ccccc3c2Cl)C12CCCCC2	21µM*	-1%	3%
CCCc1nnc(NC(=O)CC(C)c2ccccc2)s1 (stereo unspecified)	-12%	0%	nt
COCCCN1C(=O)C(=O)/C(=C(/O)c2ccc(OC)cc2C)C1c1cccnc1 (stereo unspecified)	-13%	-3%	-5%
C/C(=N/NS(=O)(=O)c1ccc(C)c(C)c1)c1ccncc1	2%	0%	2%
COC(=O)c1ccc(C(=O)NC2CCCc3c2cnn3-c2cc(F)cc(F)c2)nc1 (stereo unspecified)	2.1µM*	-2%	0%
COc1ccccc1CC(=O)NN1C(=O)NC2(CCC(C)CC2)C1=O (stereo unspecified)	-19%	-5%	-2%

7 compounds already listed, ordered by heavy-atom count, largest number first.
SMILES	TDP1 cell noCPT	GCN5L2 inh	TDP1 inh
C=C1SC(=Nc2c(C)cc(C)cc2C)N(C(=O)c2sc3ccccc3c2Cl)C12CCCCC2	21µM*	-1%	3%
COC(=O)c1ccc(C(=O)NC2CCCc3c2cnn3-c2cc(F)cc(F)c2)nc1 (stereo unspecified)	2.1µM*	-2%	0%
O=C(c1ccc(-c2ccccc2)cc1)C1CCCN(C(=O)c2ccncc2)C1 (stereo unspecified)	?	-2%	3%
O=C(CCSCCC(=O)NCc1ccc(F)cc1)NCc1ccc(F)cc1	2%	2%	0%
Cc1cccc(-n2nnc(-c3nc(-c4cccs4)no3)c2N)c1C	6%	-1%	5%
CC1(C)NC(=O)N(CCCCOc2ccc3c(c2)CCC3)C1=O	?	-4%	1%
CCOc1ccc(NS(=O)(=O)c2coc(C(N)=O)c2)cc1	-2%	-5%	nt

Back to the main list with the 2 entries that preceded the break.
SMILES	TDP1 cell noCPT	GCN5L2 inh	TDP1 inh
COC(=O)c1ccc(C(=O)NC2CCCc3c2cnn3-c2cc(F)cc(F)c2)nc1 (stereo unspecified)	2.1µM*	-2%	0%
COc1ccccc1CC(=O)NN1C(=O)NC2(CCC(C)CC2)C1=O (stereo unspecified)	-19%	-5%	-2%
Cc1ccc2c(c1)-n1c(nc3ccc(C)cc3c1=O)C(Cc1ccccc1)NC2=O (stereo unspecified)	nt	-1%	2%
CCOC(=O)CN(C(=O)CNC(=O)c1ccco1)C(C(=O)NC1CCCC1)c1ccccc1OCC (stereo unspecified)	-3%	1%	4%
Nc1ncnc2c1ncn2[C@@H]1O[C@H](CNC(=O)[C@H]2CCC(=O)N2)[C@@H](O)[C@H]1O	-4%	-3%	1%[56.1 µM]
Cc1nc2ccccc2c2oc(C(=O)NCc3ccccn3)cc12	?	-10%	7%
CCC1C(=O)N=C(SCC(=O)Nc2ccc(S(N)(=O)=O)cc2)NC1=O (stereo unspecified)	-11%	-5%	5%
O=S(=O)(c1ccc2ccccc2c1)n1cccn1	15%	-32%	4%
Cc1cc(C)c(NC(=O)C2CCN(c3nc4ccccc4n4cccc34)CC2)c(C)c1	?	-4%	6%
Nc1cccc2c1C(=O)N(C(=O)c1cccc(S(=O)(=O)N3CCCC3)c1)C2=O	-19%	-9%	nt
O=S(=O)(NCCCCCCNS(=O)(=O)c1c(F)cccc1F)c1ccc2c(c1)OCCO2	nt	-2%	1%&0%
Cc1ccc(S(=O)(=O)N2CC=C(C(=O)NCCC(C)C)CC2)cc1	0%	0%	0%
Cc1cc(C(=O)Nc2c(F)cc(F)cc2Br)n(-c2ccccc2)n1	-1%	7%	nt
O=C(Nc1ccc(S(=O)(=O)NC2=NCCCCC2)cc1)c1ccc(Cl)c([N+](=O)[O-])c1	23µM*	-1%	3%
COc1ccc(C(=O)NCc2ccc3c(c2)OCO3)cc1S(=O)(=O)N(C)Cc1ccccc1	?	-2%	3%
CC1C2CC(CC1(C)C)N(C(=O)Nc1ccc3nccnc3c1)C2 (stereo unspecified)	?	-13%	6%
CC(/C=C1\N=C(SCc2ccccc2)SC1=O)=C\c1ccccc1	?	-7%	0%
Cc1c(NC(=O)C2CCCCC2)cc(C(=O)N2CCOCC2)cc1[N+](=O)[O-]	9%	2%	-5%
OC(COc1cc(Cl)c(Cl)cc1Cl)CN1CCN(c2ncccn2)CC1 (stereo unspecified)	?	-3%	-14%
COc1cc(CN2CCCC(CCC(=O)NCc3ccc(C)o3)C2)cc2c1OCO2 (stereo unspecified)	-6%	1%	-5%
CC(C)(C)c1ccc(C(=O)N2CCCCC2CCN2CCCCC2)cc1 (stereo unspecified)	?	0%	2%
O=C(NCc1cccs1)C1CCN(S(=O)(=O)c2ccc(Br)s2)CC1	-22%	4%	6%
O=C(CC(c1ccccc1)c1cc(Br)ccc1O)NCCCN1CCOCC1 (stereo unspecified)	?	-14%	nt
COc1cccc(-c2nc(SCc3ccc(C)cc3)n3[nH]c(=O)cc3n2)c1	16µM*	-1%	5%
CCOC(=O)N1CCN(c2c(NCC3CCCO3)c(=O)c2=O)CC1 (stereo unspecified)	-11%	-2%	0%
COc1ccc(CNC(=O)CC2C[C@H](C(=O)N3CCCCC3)[C@@]3(C)c4[nH]c5ccccc5c4CCN3C2=O)cc1OC (stereo partly specified)	?	0%	3%
COc1ccc(COc2ccc3ccc(=O)oc3c2)cc1	0%	-2%	nt
O=C(N/N=C/c1cc([N+](=O)[O-])ccc1Cl)c1ccc2nc[nH]c2c1	?	-6%	-9%
Cn1c(C(=O)NCc2ccccc2Cl)cc2sc(Cl)cc21	?	-8%	4%
N=c1c2ccccc2nnn1-c1ccc(C(F)(F)F)cc1	6.5µM*	-18%	1%
O=C(NCCCn1ccnc1)/C(=C\c1ccc(Br)cc1)NC(=O)c1ccccc1F	-29%	-10%	4%
COc1cc(NC(=S)NCCCN(C)C)c(OC)cc1NC(=O)c1ccco1	12%	1%	nt
Cc1ccc(NC(=O)Cn2cccc2C2=NC(c3ccccc3)CO2)c(C)c1 (stereo unspecified)	?	-1%	0%
O=C(/C=C/Nc1ccccc1)C(F)(F)F	-37%	11%	4%
O=C(CCNC(=O)c1ccc([N+](=O)[O-])cc1)NNC(=O)c1ccncc1	13%	0%	3%
CCC(C)c1ccc(OCC(=O)Nc2ccc3[nH]c(=O)[nH]c3c2)cc1 (stereo unspecified)	-3%	-5%	-3%
NC(=O)c1nnn(-c2cccc(C(F)(F)F)c2)c1-c1ccccc1	-15%	2%	9%
Cc1c(C)c2c(OCC(=O)N[C@@H](Cc3ccccc3)C(=O)O)cc3c(c2oc1=O)CCC(C)(C)O3	-7%	?	nt
COc1ccc(N2C(=O)CC(SCc3ccc(Cl)cc3)C2=O)cc1 (stereo unspecified)	-11%	-9%	-3%
Cc1ccc(S(=O)(=O)Cc2nc(-c3ccc(C(=O)NCc4ccccc4F)cc3)oc2C)cc1	nt	25µM*	0%
CC(CC(=O)N1CCN(c2ccccc2)CC1)S(=O)(=O)c1ccc2c(c1)NC(=O)CS2 (stereo unspecified)	21µM*	-6%	5%
O=S(=O)(Nc1ccccc1Cl)c1cc(NC(=S)NCCN2CCOCC2)ccc1Cl	?	-6%	9%
Cc1ccccc1CN(c1ccc(C(=O)N2CCCC2)cc1)S(C)(=O)=O	-12%	-3%	5%
O=C(c1n[nH]c(=O)c2ccccc12)N1CCN(Cc2ccc3c(c2)OCO3)CC1	?	13%	nt
CC1(C)CC(=O)c2c(oc3cc(O)c(O)cc23)C1	?	-5%	?
Cc1cc2nc(-c3ccc(OCc4ccccc4Cl)cc3)cc(C(F)(F)F)n2n1	?	-2%	5%
COc1cc(S(=O)(=O)N2CCN(C)CC2)ccc1Cl	-18%	1%	-2%
Cn1c(=O)c(S(=O)(=O)C(C)(C)C)c(O)c2ccccc21	-27%	-1%	2%
Cc1ccc(CONC(=O)c2ccc(C)cc2)cc1	13%	1%	-1%
COC(=O)Nc1c(C)nn(Cc2ccccc2C)c1C	-3%	-5%	4%
COc1ccc(CN(CCC(C)C)S(=O)(=O)c2ccccc2Br)c(OC)c1	?	-10%	-10%[56.1 µM]
O=C(NCc1ccccc1Cl)C1CCCN(C(=O)Nc2ccc(F)cc2)C1 (stereo unspecified)	-29%	3%	9%
O=C(Nc1ccc(N2CCCC2)cc1)c1ccc(Br)cc1	-25%	-3%	nt
Cc1ccc(C)c(C(=O)CSc2nnc(C)s2)c1	?	-8%	6%
CC(=O)Nc1nc(C)c(CCC2OCCO2)c(=O)[nH]1	-8%	28%	nt
O=C(CSc1ccc(-c2ccco2)nn1)NCc1ccc(F)cc1	-19%	0%	6%
CCOC(=O)C1CCC(CN(Cc2ccc(OC)cc2)S(=O)(=O)c2ccc(F)c(C(=O)Nc3cc(C)ccc3C)c2)CC1 (stereo unspecified)	-12%	-2%	3%
CC1CCC(NC(=O)c2ccc(/C=C3\Oc4ccccc4N(C)C3=O)cc2)CC1 (stereo unspecified)	nt	-2%	1%
COc1ccc2c(c1OC)C(=O)OC2	5%	-9%	5%
CCc1c(C(=O)Nc2ccccc2C(N)=O)csc1C	-11%	-10%	0%
O=C(N/N=C\c1ccc(F)cc1)c1ccc(F)cc1	3%	-19%	2%
O=C(CN1C(=O)c2ccccc2S1(=O)=O)Nc1ncc([N+](=O)[O-])s1	-20%	-13%	nt

Overlap with the part before: 6 compounds; new compounds follow.
SMILES	TDP1 cell noCPT	GCN5L2 inh	TDP1 inh
CCOC(=O)C1CCC(CN(Cc2ccc(OC)cc2)S(=O)(=O)c2ccc(F)c(C(=O)Nc3cc(C)ccc3C)c2)CC1 (stereo unspecified)	-12%	-2%	3%
CC1CCC(NC(=O)c2ccc(/C=C3\Oc4ccccc4N(C)C3=O)cc2)CC1 (stereo unspecified)	nt	-2%	1%
COc1ccc2c(c1OC)C(=O)OC2	5%	-9%	5%
CCc1c(C(=O)Nc2ccccc2C(N)=O)csc1C	-11%	-10%	0%
O=C(N/N=C\c1ccc(F)cc1)c1ccc(F)cc1	3%	-19%	2%
O=C(CN1C(=O)c2ccccc2S1(=O)=O)Nc1ncc([N+](=O)[O-])s1	-20%	-13%	nt
CCC1=Nc2cc(C(=O)NCCCN3CCOCC3)ccc2Sc2ccccc21	-3%	1%	3%
O=C(Oc1ccc(Cl)cc1)c1ccc2nccnc2c1	-15%	-6%	2%
O=C(Nc1ccc(N2CCCC2)cc1)c1ccc(Br)o1	?	-3%	4%
CC1CCC(NC(=O)CCS(=O)(=O)c2ccc3c(c2)NC(=O)CO3)CC1 (stereo unspecified)	0%	-1%	3%
O=C(COC(=O)/C=C/c1cccc(C(F)(F)F)c1)NC1CCCCCC1	2%	1%	0%
CCCSc1nc2c(cnn2-c2ccc(F)cc2)c(=O)[nH]1	4%	1%	2%
COc1ccc2c(c1)C(C)CC(C)(C)N2C(=O)NC1CCCCC1 (stereo unspecified)	?	-6%	5%
COc1ccc(NC(=O)CC2C(=O)NCCN2C(=O)c2ccccc2)cc1 (stereo unspecified)	5%	-3%	2%
Cc1ccc(C(=O)Nc2nc3nc(-c4ccccc4)cc(=O)n3[nH]2)cc1	?	-4%&-5%	45µM*
COc1cc(C2SCC(=O)N2c2nnc(C34CC5CC(CC(C5)C3)C4)s2)cc(OC)c1OC (stereo unspecified)	?	-7%	6%
Cc1ccc(S(=O)(=O)N[C@@H](CC(C)C)C(=O)N2CCC(C(=O)N[C@@H](Cc3ccccc3)C(=O)O)CC2)cc1	?	-5%	nt

These rows are one share of the data; the hit share may differ from the screen's.
